Lamin A splicing: qHTS Assay for Modulators of Lamin A Splicing; 0.01% of 200,000 active; Potency, µM (highest dose often 46.1 µM), for the others: top-dose ratio change, negative = inhibition, most hits filed as inhibitors; HeLa LMNA splicing GFP/RFP minigene ratio, 48 h; active means well fitted inhibition curve with a large enough effect in the signal ratio, with a control signal flat, not every such curve was filed as active; inconclusive means small, poorly fitted or top-dose-only effect, or effect the other way, or a change in a side signal; the % refers to the signal ratio; further: on the % scale 0 is the no-effect control and ±100 the full control effect
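S3 HeLa stable clones carrying a lamin A-EGFP splicing minigene plus DsRed2 were seeded at 600 cells/well in Opti-MEM with 2% FBS, pin-dosed and incubated 48 h at 37°C. Acumen cytometry (488 nm) gave the GFP/RFP total-intensity ratio.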
ALDH1A1 inh: qHTS Assay for Inhibitors of Aldehyde Dehydrogenase 1 (ALDH1A1). Purified ALDH1A1, NADH fluorescence, propionaldehyde substrate. Potency, µM (titrated, usually from 75.3 µM), for inactives: at the highest dose activity, negative = inhibition, most hits filed as inhibitors. 7.3% of 220,000 active; active means well fitted inhibition curve with a large enough effect, not every such curve was filed as active; inconclusive means small, poorly fitted or top-dose-only effect, or another doubt; inactive means no such curve, though single readings can be large or run the other way;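 further: plate controls were no enzyme wells and a reference inhibitor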
Target sequence (P00352 whole entry, looked up): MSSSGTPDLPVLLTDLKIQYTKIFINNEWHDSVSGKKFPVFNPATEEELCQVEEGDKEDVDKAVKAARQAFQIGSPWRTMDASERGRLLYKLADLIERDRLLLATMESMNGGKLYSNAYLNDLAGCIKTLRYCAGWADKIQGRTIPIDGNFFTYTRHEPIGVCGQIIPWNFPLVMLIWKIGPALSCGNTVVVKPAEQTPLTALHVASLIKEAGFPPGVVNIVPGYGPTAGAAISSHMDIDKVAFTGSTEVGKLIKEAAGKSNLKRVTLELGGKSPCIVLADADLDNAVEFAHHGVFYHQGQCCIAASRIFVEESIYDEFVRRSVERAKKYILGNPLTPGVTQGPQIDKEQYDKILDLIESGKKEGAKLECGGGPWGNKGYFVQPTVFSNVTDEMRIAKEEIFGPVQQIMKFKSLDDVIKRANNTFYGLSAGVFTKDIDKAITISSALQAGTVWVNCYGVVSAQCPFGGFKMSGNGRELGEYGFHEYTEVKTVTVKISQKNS
TRb SRC2 PPI: qHTS for Inhibitors of the Interaction of Thyroid Hormone Receptor and Steroid Receptor Coregulator 2; Thyroid hormone receptor beta (Homo sapiens), P10828; TRbeta-SRC2 peptide binding, fluorescence polarization; receptor liganded with 1 µM T3; Potency, µM (series often up to 106 µM), inactives show at the highest dose activity change, negative = inhibition, hits mostly inhibitors; 0.065% of 280,000 active;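 further: plate controls were bound peptide for no effect and peptide without receptor for full effect; nearly all actives have a fitted effect of over 50% in size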
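Human TRb LBD (0.6 uM) plus Texas Red-labeled SRC2 peptide (20 nM), 1uM T3, 5% DMSO, 5 hr at ambient temperature. Decreased polarization (555/632 nm) flags inhibition; data normalized to free and bound peptide controls.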
KDM4E inh: qHTS Assay for Inhibitors of Human Jumonji Domain Containing 2E (JMJD2E) | Lysine-specific demethylase 4E (Homo sapiens), B2RXH2 | JMJD2E catalytic domain, FDH-coupled NADH fluorescence (FDH is formaldehyde dehydrogenase) | Potency, µM (top dose mostly 57.1 µM), for the others: at the highest dose activity change, negative = inhibition, hits mostly inhibitors | 1.6% of 230,000 active | AID 2147, 2009; active means well fitted inhibition curve with a large enough effect, not every such curve was filed as active; inconclusive means small, poorly fitted or top-dose-only effect, or another doubt; inactive means no such curve, though single readings can be large or run the other way;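 further: 0% = wells with enzyme and -100% = buffer wells without enzyme; nearly all actives have a fitted effect of over 50% in size; many of its hits are not listed in these tables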
TexasRed fluor: Total Fluorescence Counterscreen for Inhibitors of the Interaction of Thyroid Hormone Receptor and Steroid Receptor Coregulator 2 | TRb/SRC2 Texas Red total fluorescence interference | Potency, µM (doses to about 106 µM), for inactives: top-dose fluorescence change, negative = quenching | 0.29% of 280,000 active | AID 1479, 2009; active means well fitted curve in either direction with a large enough effect; inconclusive means small, poorly fitted or top-dose-only effect; further: on the % scale 0 is the no-effect control and ±100 the full control effect
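Human TRb ligand-binding domain at 0.6 uM with 20 nM Texas Red SRC2 peptide in Tris buffer containing 1 uM T3 and 5% DMSO, incubated with compound 5 h at ambient temperature. Total fluorescence (555/632 nm) calculated as parallel + 2 × perpendicular.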
RGS12 GoLoco inh: qHTS Assay for Inhibitors of RGS12 GoLoco Motif Activity (Red Fluorophore). Guanine nucleotide-binding protein G(i) subunit alpha-1 (Homo sapiens), P63096. Gai1:RGS12 GoLoco peptide FP, rhodamine, 10 min. Potency, µM (highest dose often 61.6 µM), for the others: top-dose activity, negative = inhibition, most hits filed as inhibitors. 0.44% of 230,000 active. AID 880, 2007; active means well fitted inhibition curve with a large enough effect, not every such curve was filed as active; inactive means no such curve, though single readings can be large or run the other way; further: on the % scale 0 is the no-effect control and ±100 the full control effect; nearly all actives have a fitted effect of over 30% in size; many of its hits are not listed in these tables
RECQ1 inh: qHTS Assay for Inhibitors of RecQ-Like Dna Helicase 1 (RECQ1); Potency, µM (doses to about 57.3 µM), for inactives: top-dose activity, negative = inhibition, actives largely listed as inhibitors; RECQ1 DNA unwinding, red fluorescence kinetic read; ATP-dependent DNA helicase Q1 (Homo sapiens), P46063; 0.54% of 240,000 active;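 further: plate controls were vehicle for no effect and no enzyme for full effect; nearly all actives have a fitted effect of over 30% in size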
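RECQ1T1 50 nM; forked duplex (20 bp + 30-nt ss tails) 200 nM, ATP 2 mM final; pH 8.0, 2 mM MgCl2, 2.5 ug/ml poly(dI-dC); 15 min compound preincubation; discontinuous kinetic read over 2 h at RT.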
SMN2 splice up: qHTS Assay for Enhancers of SMN2 Splice Variant Expression; HEK293 SMN2-luciferase splicing reporter, luminescence, 30-36 h; Potency, µM (doses to about 46.1 µM), without a hit: at the top dose activity change, positive = activation, most hits filed as activators; 2.8% of 210,000 active; AID 1458, 2008; further: % of control where 0% means no effect; nearly all actives have a fitted effect of over 55% in size
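HEK293 cells carry an SMN2 minigene-luciferase reporter in which exon 7 inclusion puts luciferase in frame. Cells were seeded at 2000 cells/well, attached for 10-12 hours, then exposed to compounds for 30-36 hours at 37C before ONE-Glo luminescence.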
* marks the source's active call; other numbers are inactive results; ? = inconclusive; . = not tested or not shown; [ ] = another dose, or the depositor's remark. Unless noted, the call rests on the fitted dose curve; in most records, active means well fitted curve in the direction sought with a large enough effect; inconclusive means small, poorly fitted or top-dose-only effect, or another doubt; inactive means no such curve, though single readings can be large; an effect the other way counts as inactive or inconclusive. Potency means the concentration at half of the fitted maximal effect. The list is partial; rates above refer to the full screens.

SMILES | Lamin A splicing | ALDH1A1 inh | TRb SRC2 PPI | KDM4E inh | TexasRed fluor | RGS12 GoLoco inh | RECQ1 inh | SMN2 splice up
O=C(CSCc1c(Cl)cccc1Cl)N1CCOCC1 | 15%[46 µM] | -6% | -2% | -5% | -1% | 11% | 4% | .
CCO[C@@H]1OC(C(=O)NCc2nc3ccccc3[nH]2)=C[C@H](C)[C@H]1CCCO | . | 2% | -1% | 0% | -1% | -4% | -1% | .
CCn1c2ccccc2c2cc(NC(=O)c3cccc(OC)c3)ccc21 | ? | ? | 6% | ? | -8% | 13% | 0% | ?
CC(=O)N1N=C(c2cccs2)CC1c1cccc([N+](=O)[O-])c1 (stereo not given) | . | -8% | 0% | ? | -1% | 7% | 9% | -26%
COc1ccccc1-c1c(C)oc2cc(OCC(=O)OCc3ccccc3)ccc2c1=O | -15% | -8% | 4% | -1% | -2% | 5% | -3% | 5%
Cc1noc(C)c1CSCC(=O)OCC(=O)NC1CCCCC1 | 3% | -10% | -1% | 3% | -2% | -2% | -5% | -6%

An excerpt of these results, as tab-separated lines:
mol	Lamin A splicing	ALDH1A1 inh	TRb SRC2 PPI	KDM4E inh	TexasRed fluor	RGS12 GoLoco inh	RECQ1 inh	SMN2 splice up
O=C(CSCc1c(Cl)cccc1Cl)N1CCOCC1	15%[46 µM]	-6%	-2%	-5%	-1%	11%	4%	.
CCO[C@@H]1OC(C(=O)NCc2nc3ccccc3[nH]2)=C[C@H](C)[C@H]1CCCO	.	2%	-1%	0%	-1%	-4%	-1%	.
CCn1c2ccccc2c2cc(NC(=O)c3cccc(OC)c3)ccc21	?	?	6%	?	-8%	13%	0%	?
CC(=O)N1N=C(c2cccs2)CC1c1cccc([N+](=O)[O-])c1 (stereo not given)	.	-8%	0%	?	-1%	7%	9%	-26%
COc1ccccc1-c1c(C)oc2cc(OCC(=O)OCc3ccccc3)ccc2c1=O	-15%	-8%	4%	-1%	-2%	5%	-3%	5%
Cc1noc(C)c1CSCC(=O)OCC(=O)NC1CCCCC1	3%	-10%	-1%	3%	-2%	-2%	-5%	-6%

3 structures from above, arranged by length of the SMILES, falling.
SMILES | Lamin A splicing | ALDH1A1 inh | TRb SRC2 PPI | KDM4E inh | TexasRed fluor | RGS12 GoLoco inh | RECQ1 inh | SMN2 splice up
COc1ccccc1-c1c(C)oc2cc(OCC(=O)OCc3ccccc3)ccc2c1=O | -15% | -8% | 4% | -1% | -2% | 5% | -3% | 5%
CC(=O)N1N=C(c2cccs2)CC1c1cccc([N+](=O)[O-])c1 (stereo not given) | . | -8% | 0% | ? | -1% | 7% | 9% | -26%
Cc1noc(C)c1CSCC(=O)OCC(=O)NC1CCCCC1 | 3% | -10% | -1% | 3% | -2% | -2% | -5% | -6%

High-throughput results deposited in PubChem by National Center for Advancing Translational Sciences (NCATS).
